Screening data (PubChem BioAssay)
Growth percent in the NCI-60 one-dose screen (48 h, 10 µM unless noted): 100 = growth as untreated, 0 = no growth, -100 = all killed.
NCI-H322M = NCI-H322M lung cancer. 80,000 tested, 2.7% active
NCI-H460 = NCI-H460 lung cancer; 82,000 tested, 6.8% active
NCI-H522 = NCI-H522 lung cancer. 78,000 tested, 8% active. AID 1794739
TK-10 = TK-10 renal cancer cells; 81,000 tested, 3.9% active; AID 1794769
CAKI-1 = CAKI-1 renal cancer; 75,000 tested, 4.7% active
ACHN = ACHN renal cancer. 81,000 tested, 4.9% active. AID 1794771
UO-31 = UO-31 renal cancer. 81,000 tested, 5.2% active
RXF 393 = RXF 393 renal cancer cells | 77,000 tested, 6.9% active | AID 1794773
786-0 = 786-0 renal cancer cells. 81,000 tested, 5.1% active. AID 1794775
Active calls of the source: *; . = no result given; & = joins results of further samples. Rule for the calls: active = growth percent below 10; inactive = the rest.

SMILES | NCI-H322M | NCI-H460 | NCI-H522 | TK-10 | CAKI-1 | ACHN | UO-31 | RXF 393 | 786-0
COc1cccc(/C=C2/C[C@]3(C)[C@H]4CC[C@@H]5[C@@H]([C@@](C)(O)CC/C=C/C(C)C)CC[C@@]5(C)[C@]4(C)CC[C@H]3C(C)(C)C2=O)c1OC | 98 | 98 | 97 | 112 | 68 | 103 | 76 | 97 | 91
C[C@H]1[C@H]2C3=CC[C@H]4[C@@](C)(CC[C@H]5C(C)(C)c6[nH]c7ccccc7c6C[C@]45C)[C@@H]3CC[C@@]2(C(=O)n2ccnc2)CC[C@@H]1C | 95 | 93 | 74 | 97 | 82 | 83 | 79 | 109 | 86
O=c1oc2c(cnc3ccccc32)cc1-c1cccc(Cl)c1 | 104 | 106 | 101 | 118 | 92 | 104 | 90 | 112 | 106
CCOC(=O)c1cnn(CC(C)O)c1NC(=O)NCc1ccc(C(F)(F)F)cc1 (stereo not drawn) | 94 | 105 | 74 | 106 | 87 | 98 | 86 | 110 | 85
C=CC(=O)OCCCCCC | 107 | 104 | 101 | 106 | 98 | 109 | 108 | 104 | .
O=C1[C@H]2CCCCCCCCC[C@H]1[C@]1(O)C[C@@H]2[C@H]2CO[C@@H]1O2 | 94 | 109 | 99 | 94 | 92 | 103 | 87 | 104 | 100
COc1cccc(-c2nc3[nH]nc(SC)c3c(=O)[nH]2)c1 | 106 | 106 | 88 | 104 | 96 | 113 | 104 | . | 95
O=C(CSCC(=O)Nc1ccc2ccccc2c1)NCc1ccco1 | 98 | 104 | 87 | 98 | 99 | 102 | 86 | 109 | 97
Cc1cc(C)cc(CCc2cc(C)cc(C)c2)c1 | 106 | 112 | 98 | 101 | 90 | 105 | 79 | 119 | 110
CCCCCCCC/C=C\CCCCCCCC(=O)OCCCCCCCCCCCCCCC | 104&127 | 104&113 | 112&99 | 124&111 | 94&100 | 84&102 | 80&99 | 95&107 | 111&113
O=C(N=Nc1c(O)[nH]c2ccc(F)cc12)c1cc2ccccc2[nH]1 | 94 | 100 | 78 | 106 | 81 | 100 | 76 | 104 | 97
CCN(CC)Cc1ccccc1 | 108 | 115 | 105 | 88 | 110 | 101 | 88 | 101 | 101
CCCCN1CSC(=S)N(CCCC)C1 | 112 | 106 | 77 | 108 | 90 | 98 | 76 | 117 | 109
Cc1cc(O)c(C(C)C)cc1N=Cc1cc([N+](=O)[O-])ccc1O | 114 | 104 | 85 | 123 | 83 | 98 | 82 | . | 110
COc1ccc2c(c1)O/C(=C\c1ncc([N+](=O)[O-])n1C)C2=O | 2.3* | -31* | -49* | -27* | -27* | 0.8* | -39* | -72* | -13*
CNc1cc(Nc2ccc(CC(=O)Nc3cccc(C(F)(F)F)c3)cc2)ncn1 | 89 | 104 | 59 | 77 | 83 | 84 | 77 | 101 | 96
O=C(O)c1cn(C2CC2)c2cc(N3CCN(C(=O)c4ccccc4)CC3)c(F)cc2c1=O | 115 | 106 | 76 | 92 | 92 | 101 | 89 | 111 | 97
CC(=O)Nc1ccc(C(=O)C=O)cc1 | 117 | 126 | 75 | 111 | 105 | 104 | 88 | 127 | 100
CCCCCc1nc2c(c(C)nn2-c2ccc(C#N)cc2)c2c1CCCC2 | 119 | 99 | 95 | 142 | 93 | 104 | 87 | 117 | 105
Nc1nc2cc(Cl)c(Cl)cc2n2cc3ccccc3c12 | 97 | 75 | 65 | 105 | 82 | 66 | 60 | 85 | 69
O=C(CSc1nnc(-c2cnccn2)n1-c1ccccc1)c1ccccc1 | 103 | 102 | 77 | 111 | 95 | 99 | 79 | 104 | 100
CC(=O)OC(c1ccccc1)C(OC(C)=O)c1ccccc1 (stereo not drawn) | 101 | 107 | . | 98 | 97 | 104 | 85 | 108 | 113
CC1=C(C(=O)OCc2ccccc2)C(c2ccc3c(c2)OCO3)NC(=O)N1 (stereo not drawn) | 104 | 109 | 88 | 101 | 89 | 99 | 83 | 102 | 99
CC(C)c1ccc(S(=O)(=O)NC2=CN3CC=CC3CC2=O)cc1 (stereo not drawn) | 104 | 108 | 77 | 96 | 96 | 106 | 82 | 117 | 109
C=Cc1c2c(c3ccc4c5ccccc5ccc4n13)C(=O)c1ccccc1C2=O | 106 | 108 | 107 | 126 | 89 | 91 | 63 | 130 | 108
New compounds follow
SMILES | NCI-H322M | NCI-H460 | NCI-H522 | TK-10 | CAKI-1 | ACHN | UO-31 | RXF 393 | 786-0
O=C(c1nn(-c2ccc(Cl)cc2)cc1O)n1nc(C(F)(F)F)cc1-c1ccccc1 | -1.3* | 35 | 21 | 69 | -21* | 39 | 37 | 55 | 43
COc1cc(/C=N/NC(=O)Cn2nnc3ccccc32)cc(OC)c1OC | 77 | 114 | 90 | 107 | 91 | 101 | 74 | 113 | 112
Brc1cccc[n+]1Cc1ccc(C[n+]2ccccc2Br)cc1 | 107 | 111 | 95 | 120 | 97 | 98 | 66 | 110 | 99
CCCCCOC(=O)c1nc(NCC2CCCCC2)sc1N | 110 | 105 | 65 | 116 | 109 | 94 | 86 | 117 | 88
CCOc1ccc2cc(-c3nn(CC4CCNCC4)c4ncnc(N)c34)ccc2c1 | 75&92 | 50&97 | 81&87 | 80&77 | 82&95 | 49&102 | 46&69 | 18&55 | 36&91
COc1ccc(/C=N/C2=NNC(C)(c3ccccc3O)N2C(Cc2c[nH]c3ccccc23)C(=O)O)cc1 (stereo not drawn) | 56 | 20 | 19 | 70 | . | 47 | 32 | 35 | 58
C=CCc1ccccc1C | 107 | 110 | 93 | 113 | . | 105 | 93 | 108 | 109
Fc1ccc(C2CC(c3cccc(Nc4ccncc4)c3)=NN2c2ccccc2)cc1 (stereo not drawn) | 71 | -42* | 76 | 80 | 48 | 75 | 63 | . | 82
CC(C)(C#N)N1CCN(c2ccc(Cl)cc2)CC1 | 98 | 111 | 87 | 106 | 93 | 107 | 84 | 101 | 92
O=C(O)C(CO)c1ccccc1 (stereo not drawn) | 104 | 116 | 98 | 112 | 104 | 111 | 84 | 113 | 105
Cc1cc(N2CCN(c3ccnc4cc(Cl)ccc34)CC2)nc(N2CCOCC2)n1 | 95 | 97 | 85 | 90 | 86 | 86 | 45 | 81 | 98
Cc1ccc(Nc2nc(N)nc(N)c2N)cc1 | 107 | 107 | 99 | 131 | 87 | 100 | 84 | 122 | 106
O=C(Nc1ccc2ccccc2c1)c1ccccc1[N+](=O)[O-] | 76 | 116 | 91 | 90 | 98 | 100 | 69 | 117 | 97
COc1cccc(-c2cnc3nonc3n2)c1 | 101 | 106 | 66 | 94 | 72 | 82 | 89 | 89 | 82
CC(C)(C)n1cc(-c2ccnc(NCCNS(=O)(=O)c3ccc(C(F)(F)F)cc3)c2)c(-c2cccc(O)c2)n1 | 75 | 21 | 49 | 99 | 66 | 57 | 48 | 37 | 34
O=C(Nc1ccc2ncnc(Nc3ccc(S(=O)(=O)Nc4ccccn4)cc3)c2c1)c1ccccc1 | 100 | 115 | 75 | 125 | . | 100 | 86 | 106 | 93
CN1CCCCC1 | 101 | 107 | 84 | 87 | 105 | 106 | 84 | 113 | 98
N#Cc1c(NC(=O)c2cccc(C(F)(F)F)c2)sc2c1CCC(O)=C2 | 49 | 30 | 11 | 63 | 45 | 31 | 18 | 51 | 62
COc1cc(CN)ccc1O | 90 | 91 | 88 | 88 | . | 96 | 83 | 95 | 100
CCCNC(=O)Nc1ccc(C)cc1C | 97 | 106 | 87 | 99 | 98 | 105 | 79 | 104 | 94
CCOC(=O)c1nn(-c2ccccc2)c(=O)c2c(N)c(C#N)c(-c3ccco3)cc12 | 94 | 100 | 88 | 147 | 76 | 73 | 74 | 87 | 102
Clc1ccc(CSC2=NCCN2)cc1 | 101 | 104 | . | 109 | 100 | 104 | 79 | 122 | 94
O=c1cc(-c2ccccc2)oc2c1CCCC2 | 101 | 107 | 84 | 86 | 107 | 102 | 104 | 111 | 96
Cc1cccc2[nH]c(=S)[nH]c12 | 87 | 102 | 72 | 105 | 111 | 107 | 76 | 113 | 98
CCOC(=O)C(=O)C(C#N)c1ccccc1 (stereo not drawn) | 113 | 113 | 91 | 110 | 101 | 101 | 88 | 127 | 92
(further entries)
SMILES | NCI-H322M | NCI-H460 | NCI-H522 | TK-10 | CAKI-1 | ACHN | UO-31 | RXF 393 | 786-0
COC(=O)c1oc2c(C(=O)/C=C/c3ccc(OC)cc3)c(OCCN3CCOCC3)ccc2c1C | 1.0* | -21* | -20* | 25 | . | -34* | -66* | -64* | -6.7*
CCOC(=O)C1=C(N)Oc2c(sc3c(F)cccc23)C1c1ccc(F)cc1 (stereo not drawn) | 93 | 104 | 73 | 139 | . | 100 | 66 | 95 | 100
N#CCS(=O)(=O)c1cccc[n+]1[O-] | 108 | 108 | . | 120 | 104 | 105 | 102 | 110 | 105
O=C(NCC1CC1)c1cccs1 | 108 | 102 | . | 93 | 85 | 98 | 92 | 110 | 100
COc1ccc(CNc2ccnc3[nH]c4ccc(C#N)cc4c23)cc1 | 90 | 66 | 69 | 68 | 56 | 57 | 48 | 68 | 89
CN1CCN(c2nc(NCCNc3ccnc4cc(Cl)ccc34)c3ccccc3n2)CC1 | 21 | 12 | -20* | 17 | . | 5.6* | -9.5* | -36* | -33*
CCCCCCCCCCCCCCCC1=NN(c2ccccc2)C(=O)C1NC(=O)O (stereo not drawn) | 105 | 110 | 90 | 104 | 94 | 94 | 73 | 119 | 104
OC(CC(c1ccccc1)c1cccc2ccccc12)(c1ccccc1)c1ccccc1 (stereo not drawn) | 105&98 | 91&89 | 63&48 | 83&76 | 57&65 | 93&84 | 57&70 | 87&93 | 80&86
O=C(COc1cccc(/C=C2\Cc3ccc(Cl)cc3C2=O)c1)c1ccc(Cl)cc1 | 106 | 95 | 95 | 125 | 76 | 98 | 78 | 125 | 97
Cc1[nH]c(C2CC(c3ccc(C(F)(F)F)c(F)c3)=NN2C(=O)C2CCC2)c(C)c1C(=O)NCC(F)(F)F (stereo not drawn) | 66 | 84 | 90 | 101 | 66 | 59 | 91 | 58 | 79
NC(=O)c1cc(Cl)ccc1N | 74 | 102 | 80 | 98 | 85 | 78 | 72 | 103 | 101
COc1ccccc1CNCCCN1C(=O)c2ccc3c4c(ccc(c24)C1=O)C(=O)N(CCCOCCCCOCCCN)C3=O | -12* | -65* | -77* | 29 | -4.2* | -62* | -21* | -43* | 14
CCOc1ccc(C(=O)NNC(=O)c2cc(OC)c(OC)c(OC)c2)cc1Cl | 91 | 104 | 79 | 96 | 92 | 98 | 82 | 110 | 92
COc1cc2oc(-c3cccc(C(=O)Nc4ccc5c(c4)OCO5)c3)cc(=O)c2c(O)c1OC | 81 | 54 | 76 | 99 | 77 | 75 | 82 | 81 | 64
Cn1nc(SCc2ccccc2)c(=O)n(C(c2ccccc2)c2ccccc2)c1=O | 118 | 91 | 91 | 110 | . | 89 | 86 | 101 | 91
CN1CCN(c2nc3scc(-c4ccccc4)c3c(=O)[nH]2)CC1 | 90 | 108 | . | . | . | 107 | 81 | 97 | 98
c1ccc(-c2nc3ccc4ccccc4c3nc2-c2ccccc2)cc1 | 103 | 105 | . | 132 | 98 | 107 | 97 | 115 | 104
Cc1ccc2oc(=O)cc(C3C4=C(CCCC4=O)OC3c3cc(=O)oc4ccc(Cl)cc34)c2c1 (stereo not drawn) | 107 | 108 | 85 | 104 | . | 105 | 98 | 134 | 96
N#Cc1c(-c2ccco2)nc(N2N=C(c3ccccc3)CC2c2ccc(F)cc2)[nH]c1=O (stereo not drawn) | 88 | 107 | 76 | 112 | . | 99 | 64 | 104 | 95
N#C/C(=C\c1ccc(-c2ccc(F)cc2)o1)C(=O)c1c[nH]c2ccccc12 | 96 | 100 | 86 | 176 | 90 | 97 | 76 | 96 | 98
O=C(Nc1cccc2c(NC(=O)N3CCCCC3)cccc12)N1CCCCC1 | 112 | 108 | 95 | 112 | 95 | 106 | 93 | 107 | 107
COc1ccc2[nH]cc(-c3cc(N)n4nc(-c5c[nH]c6ccccc56)cc4n3)c2c1 | 18 | -23* | -65* | -1.7* | -60* | 8.1* | -75* | -72* | -88*
O=c1[nH]cnc2ccc(Cl)cc12 | 96 | 106 | 95 | 104 | 96 | 96 | 77 | 124 | 106
Cc1nc2sc(C(=O)Nc3ccc(S(N)(=O)=O)cc3)c(N)c2c(C)c1Br | 93 | 104 | 78 | 76 | 87 | 100 | 83 | 106 | 92
